Vif-A3G inh – qHTS for Inhibitors of Vif-A3G Interactions: qHTS; DNA dC->dU-editing enzyme APOBEC-3G (Homo sapiens), Q9HC16; HeLa A3G-eYFP + Vif (tagged APOBEC3G with the HIV-1 protein that degrades it), YFP fluorescence, overnight; Potency, µM (top dose mostly 46.1 µM), without a hit: top-dose activity, negative = active, usual class: inhibitors; 410,000 compounds, 0.076% hits; AID 602310, 2012;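 further: potency means the concentration at half of the fitted maximal effect; on the % scale 0 is the no-effect control and ±100 the full control effect; nearly all actives have a fitted effect of over 60% in size; hits raise eYFP signal because A3G escapes Vif-driven loss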
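HeLa cells stably expressing Vif and C-terminally eYFP-tagged A3G, seeded overnight at 37 deg C, then exposed to compound by pintool overnight at 37 deg C. Rise in yellow fluorescence (Ex 488/Em 500-530, Acumen) marks blocked Vif-driven A3G degradation.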
Vif-A3F inh – qHTS for Inhibitors of Vif-A3F Interactions: qHTS. HeLa A3F-eYFP + Vif (tagged APOBEC3F with the HIV-1 protein that degrades it), YFP fluorescence increase. Potency, µM (top dose mostly 46.1 µM), for the others: at the top dose activity, negative = active. 390,000 compounds, 0.2% hits. AID 602313, 2012; further: potency means the concentration at half of the fitted maximal effect; % of control where 0% means no effect; nearly all actives have a fitted effect of over 65% in size
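Fluorescence increase (Ex 488/Em 500-530) after overnight compound treatment at 37 deg C flags inhibition of Vif-driven A3F-eYFP loss in stable HeLa A3F-eYFP/Vif cells seeded overnight beforehand.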
D1 agonist – Allosteric Agonists of the Human D1 Dopamine Receptor: qHTS; D(1A) dopamine receptor (Homo sapiens), P21728; HEK293 T-REx D1 cells, calcium flux, agonist mode; activation, % at 2 µM; 360,000 compounds, 1% hits; AID 504660, 2011; in the data active means activation above about 30%; further: 0% is about no effect
Target sequence (P21728 whole entry, looked up): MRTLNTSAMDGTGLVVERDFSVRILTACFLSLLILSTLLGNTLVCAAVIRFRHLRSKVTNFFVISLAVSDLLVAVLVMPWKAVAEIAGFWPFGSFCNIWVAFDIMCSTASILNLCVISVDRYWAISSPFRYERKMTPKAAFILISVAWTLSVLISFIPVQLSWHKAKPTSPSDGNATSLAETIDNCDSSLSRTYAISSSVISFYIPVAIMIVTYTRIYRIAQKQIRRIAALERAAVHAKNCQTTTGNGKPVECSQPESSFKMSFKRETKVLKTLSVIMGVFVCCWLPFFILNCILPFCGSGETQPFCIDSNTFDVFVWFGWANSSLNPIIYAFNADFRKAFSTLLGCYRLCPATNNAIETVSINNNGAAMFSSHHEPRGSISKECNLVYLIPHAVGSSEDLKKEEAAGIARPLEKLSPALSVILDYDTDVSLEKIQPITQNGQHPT
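Agonism was scored from calcium flux recorded over 180 s (1 read/s) after pintool compound addition, following a 10-cycle baseline. Cells were inducible force-coupled HEK293 TREx D1, plated overnight at 30 C and loaded with no-wash calcium dye.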
RXFP1 ag – qHTS Assay for Agonists of the Relaxin Receptor RXFP1 | 370,000 compounds, 0.3% hits | HEK293T-RXFP1 cAMP TR-FRET, 30 min; response scale: percent of porcine relaxin response, buffer zero | AID 2676, 2010 | Potency, µM (titrated, usually from 57.5 µM), without a hit: top-dose activation, actives largely listed as activators | Relaxin receptor 1 (Homo sapiens), Q9HBX9; further: potency means the concentration at half of the fitted maximal effect; on the % scale 0 is the no-effect control and ±100 the full control effect; nearly all actives have a fitted effect of over 60% in size; many of its hits are not listed in these tables
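cAMP rise read by TR-FRET after 30 min, 37C compound exposure (up to 58 uM) in RXFP1-transfected HEK293 cells with Ro 20174 present. EC50 from Hill-equation fits, with 29 nM porcine relaxin as 100% and buffer as basal.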
D1 PAM – Potentiators of Human D1 Dopamine Receptor: qHTS; D(1A) dopamine receptor (Homo sapiens), P21728; HEK293 TREx D1 cells, calcium flux, dopamine EC20 potentiation; potentiation, % at 10 µM; 360,000 compounds, 0.036% hits; AID 504651, 2011; in the data active means potentiation above about 30%; further: 0% is about no effect
GRP78 ERSR act – qHTS for Inducers of the Endoplasmic Reticulum Stress Response (ERSR) in Human Glioma: qHTS. U87-MG GRP78 promoter luciferase reporter, 16 h. 420,000 compounds, 0.02% hits. Potency, µM, inactives show top-dose activation, hits mostly activators; further: potency means the concentration at half of the fitted maximal effect; series mostly up to about 76 µM; % of control where 0% means no effect; nearly all actives have a fitted effect of over 35% in size
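Stably transfected U87-MG glioma cells carrying a GRP78-based luciferase sensor; 16 h compound incubation. Luminescence end-point read 10 min after Bright-Glo addition at room temperature.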
D1 antagonist – Antagonist of Human D 1 Dopamine Receptor: qHTS; AID 504652, 2011; HEK293 TREx D1 cells, calcium flux, dopamine EC80; stronger effect = lower value; 360,000 compounds, 3.2% hits; activity change, negative = inhibition, % at 10 µM; in the data active means activity change below about -30%; further: on the % scale 0 is the no-effect control and ±100 the full control effect
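After overnight tetracycline induction at 30 C, force-coupled D1 HEK293 cells took up a no-wash calcium dye at room temperature. Compounds were added and monitored 180 s, and the response to EC80 dopamine was then recorded.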
LDHA inh – qHTS assay for inhibitors of human lactate dehydrogenase; L-lactate dehydrogenase A chain (Homo sapiens), P00338; purified LDHA, NADH/diaphorase-resazurin fluorescence; stronger effect = lower value; activity change, % (values are at about 110 or 230 µM); 480,000 compounds, 0.15% hits; in the data active means activity change below about -30%; inconclusive means mostly about -25% to -30%;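 further: plate controls were DMSO wells for no effect and wells without enzyme for full effect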
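Human LDH5 at 2 nM final in Tris HCl pH 7.4 with 0.06 mM NADH and 0.2 mM pyruvate, reacted 5 minutes at room temperature. Remaining NADH coupled via diaphorase/resazurin; resorufin fluorescence read at 0 and 20 minutes, normalized to enzyme-free and DMSO wells.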
D2 potentiator – HTS Assay for Positive Allosteric Modulators of the Human D2 Dopamine Receptor: Primary Screen for Potentiators | D(2) dopamine receptor (Homo sapiens), P14416 | HEK293 T-REx D2, calcium flux, EC20 dopamine potentiation | potentiation, % at 10 µM | 340,000 compounds, 0.34% hits | AID 485347, 2010;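 active means potentiation over 3 SD above the plate norm, cut at about 30% in these data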; further: 0% is about no effect
Target sequence (P14416 whole entry, looked up): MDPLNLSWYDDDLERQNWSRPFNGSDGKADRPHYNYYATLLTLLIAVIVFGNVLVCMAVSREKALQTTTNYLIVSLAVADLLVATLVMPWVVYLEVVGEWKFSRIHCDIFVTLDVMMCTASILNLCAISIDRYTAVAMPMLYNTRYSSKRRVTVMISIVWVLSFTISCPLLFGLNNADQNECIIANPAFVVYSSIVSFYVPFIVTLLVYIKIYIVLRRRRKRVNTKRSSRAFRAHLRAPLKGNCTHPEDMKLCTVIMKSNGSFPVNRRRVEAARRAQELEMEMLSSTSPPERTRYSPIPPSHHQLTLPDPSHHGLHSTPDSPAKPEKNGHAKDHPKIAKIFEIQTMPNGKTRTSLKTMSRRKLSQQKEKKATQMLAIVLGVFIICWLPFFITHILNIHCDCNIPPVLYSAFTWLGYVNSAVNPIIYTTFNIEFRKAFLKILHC
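Cells plated with tetracycline inducer and held overnight at 30 C; calcium dye loaded 30–90 min at room temperature; baseline taken, compound added and read 180 s; EC20 dopamine then added and read 180 s.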
The depositor's hits bear a star; ? = inconclusive; . = no result given; & = joins results of further samples. Unless noted, the call rests on the fitted dose curve; in most records, active means well fitted curve in the direction sought with a large enough effect; inconclusive means small, poorly fitted or top-dose-only effect, or another doubt; inactive means no such curve, though single readings can be large; an effect the other way counts as inactive or inconclusive. This is a subset; rates above refer to the full screens.

Sample of the layout, two compounds:
SMILES	Vif-A3G inh	Vif-A3F inh	D1 agonist	RXFP1 ag	D1 PAM	GRP78 ERSR act	D1 antagonist	LDHA inh	D2 potentiator
CCC(=O)Nc1ccc(/C(C)=N\NS(=O)(=O)c2ccc(C)cc2)cc1	-1.9%	0.8%	5.0	-0.2%	-5.6	-5.0%	20.1	-1.3	13.0
CN1CCN(c2oc(-c3ccccc3)nc2S(=O)(=O)c2ccccc2)CC1	0.2%	1.1%	.	.	.	-1.9%	.	-7.3	.

Main list (from the top)
SMILES	Vif-A3G inh	Vif-A3F inh	D1 agonist	RXFP1 ag	D1 PAM	GRP78 ERSR act	D1 antagonist	LDHA inh	D2 potentiator
CCC(=O)Nc1ccc(/C(C)=N\NS(=O)(=O)c2ccc(C)cc2)cc1	-1.9%	0.8%	5.0	-0.2%	-5.6	-5.0%	20.1	-1.3	13.0
CN1CCN(c2oc(-c3ccccc3)nc2S(=O)(=O)c2ccccc2)CC1	0.2%	1.1%	.	.	.	-1.9%	.	-7.3	.
CCN(C(=S)NCc1ccccc1)c1ccccc1	3.7%	1.6%	2.9	3.9%	-1.4	-3.7%	-7.2	-2.0	17.4
COc1ccc(C(=O)CCC(=O)O)c(C)c1	0.0%	-10.1%	-1.2	-1.6%	1.2	-1.4%	.	-1.5	.
CCOC(=O)C1CCN(C(=O)c2cccc(S(=O)(=O)N(C)C3CCCCC3)c2)CC1	-0.7%	-5.2%	6.2	2.2%	-6.9	-1.5%	0.4	-3.8	-7.2
CCOC(=O)c1c(C)oc2nc(C)nc(NCCCN3CCN(c4ccc(F)cc4)CC3)c12	2.5%	0.2%	1.7	-2.2%	0.9	-4.1%	-9.4	-14.3	-1.0
O=C(NC1(C(F)(F)F)NC(=O)N(Cc2ccco2)C1=O)c1cccnc1 (stereo not given)	3.6%	3.0%	1.6	1.3%	-2.3	-3.5%	4.0	-1.8	11.8
Cc1ccc(NC(=O)c2cccc3c2-c2ccccc2C3=O)cc1C	-6.4%	-1.3%	2.2	-0.1%	8.7	-1.0%	0.2	2.2	3.4
CCOc1ccc(NC(=O)C2CCN(S(=O)(=O)c3c(C)n[nH]c3C)CC2)cc1	0.4%	1.6%	4.3	0.6%	-4.2	-3.8%	-19.0	-2.0	4.0
COc1ccc(C2CC(=O)c3cnc(NC(=O)c4ccccc4OC)nc3C2)c(OC)c1 (stereo not given)	-0.4%	2.6%	-0.5	-1.8%	-2.3	-2.0%	3.0	-2.2	5.6
C=CCc1ccccc1OCc1nc2ccccc2n1CC	-2.2%	-10.8%	14.7	-0.6%	-1.2	-4.8%	-0.7	-8.4	-10.2
CCOc1ccc(Br)cc1/C(C)=N\NC1=NCCN1	?	-4.9%	4.8	-3.2%	-6.5	-4.6%	-5.5	-9.5	-25.0
Cc1ccc(/C=C/C(=O)N(Cc2cccs2)C2CCS(=O)(=O)C2)cc1 (stereo not given)	2.8%	-15.1%	1.7	1.2%	-6.1	0.7%	6.5	-0.2	-4.3
CCCc1nnc(NC(=O)CCC(=O)N2CCN(S(=O)(=O)c3ccc(C)cc3)CC2)s1	-6.1%	5.5%	1.2	4.3%	-2.5	-1.2%	10.8	-3.1	4.6
CC(C)[C@H](NC(=O)c1c(F)cccc1F)C(=O)OCC(=O)NNC(=O)c1ccccc1	-0.7%	-0.5%	.	.	.	-5.4%	.	-7.9	.
O=C(CNC(=O)C1CCCCC1)OCn1nnc2ccccc2c1=O	-0.3%	1.6%	2.2	9.6%	-1.9	-1.2%	-10.8	-3.1	13.8
CCCNC(=O)CCNS(=O)(=O)c1ccc2c(c1)c(=O)n(C)c(=O)n2C	-1.5%	-1.9%	0.6	29.5%	-3.8	-1.3%	-4.3	0.4	0.6
Cc1cc(C)n(-c2ccc(C)c(Cl)c2)n1	-0.8%	2.5%	1.1	1.7%	4.8	-4.7%	-6.2	-3.1	0.0
NC(=O)CN1C(=O)C2C3c4ccccc4C(c4ccccc43)C2C1=O (stereo not given)	-2.1%	-6.4%	1.5	2.0%	-2.5	-4.2%	-3.3	1.1	7.5
Cc1cc(C)cc(Nc2cc(-c3ccccc3)nc(C)n2)c1	-16.4%	-2.2%	18.9	2.9%	8.4	14.0%	25.1	-1.7	2.4
COC(=O)c1ccccc1NC(=O)CN(C)S(=O)(=O)c1ccc(OC)c(C)c1	2.8%	-2.6%	5.6	2.4%	-2.1	-2.1%	-2.1	-5.4	8.5
O=C(O)c1ccc(Oc2c(C(F)(F)F)oc3cc(O)ccc3c2=O)cc1	-11.6%	2.6%	-2.8	4.8%	-3.8	-3.8%	-3.0	-5.7&0.3	.
O=C1CN(C(=O)c2ccc(Cl)c([N+](=O)[O-])c2)c2ccccc2N1	-4.1%	-0.3%	2.0	2.4%	-3.6	-7.1%	18.6	-2.9	-10.1
COc1ccc(/C=N/Nc2nc(-c3ccc(Cl)cc3)cc(C(F)(F)F)n2)c(OC)c1	-2.6%	-3.8%	2.8	-0.1%	-3.6	-2.6%	-20.4	-1.0	1.0
CCCNc1nc(C)cc(-c2cc(C(=O)NCc3ccccc3)on2)n1	-3.8%	6.7%	5.8	0.0%	-1.1	-4.1%	-30.2*	-5.2	-0.5
CSc1nsc2nc(=O)c(/C=C3\C(C)=Nc4ccc(C)cc43)c(N)n12	?	?	1.1	2.2%	-0.9	-5.3%	-14.0	0.9	.
O=C(NCCCN1CCCC1=O)[C@H](CSCc1ccccc1)N1Cc2ccccc2C1=O	1.0%	-3.2%	-0.5	4.2%	-0.5	-2.5%	6.9	-0.3	-3.6
CCN1CCN(Cc2cccc(Oc3ccc(Cl)cc3)c2)CC1	1.9%	1.2%	19.3	-2.2%	-2.0	-3.2%	-64.5*	-4.3	4.8
Cc1ccc(NC(=O)CSc2nnc(NC3CC3)s2)cc1S(=O)(=O)N1CCOCC1	-2.3%	-1.1%	.	.	.	-2.5%	.	-2.7	.
COc1cc(CN(C(=O)COc2ccccc2)c2ccccn2)cc(OC)c1OC	1.9%	-1.8%	0.1	-3.2%	2.4	-0.1%	-7.3	0.1&-11.5	14.4
COc1ccccc1NS(=O)(=O)c1cccc(C(=O)NCC2(N(C)C)CCCCC2)c1	-1.0%	-15.3%	4.4	0.1%	-3.8	-3.8%	-2.0	-8.0	-12.6
O=C(COCc1cc(-c2ccc3c(c2)OCO3)on1)Nc1cc(Cl)ccc1O	-2.6%	-11.9%	5.3	-0.1%	-1.8	-0.5%	1.7	-2.3	.
CCN(CCCNC(=O)Cn1cc2c(n1)CCCC2)c1cccc(C)c1	3.1%	-4.1%	-2.3	0.5%	-0.6	0.0%	0.3	11.9	-8.3
CC1Cc2cc(S(=O)(=O)N3CCC(C(=O)N4CCCCC4)CC3)ccc2N1C(=O)C1CC1 (stereo not given)	0.8%	4.0%	0.5	3.1%	-6.5	-3.1%	-7.1	-4.9	-2.9
Cc1ccnc(NS(=O)(=O)c2ccc3ccccc3c2)n1	0.2%	4.2%	0.1	0.8%	2.1	-0.8%	-23.6	-5.1	3.6
Cc1cc(C)c2oc(C(=O)N(Cc3ccccc3)C3CCS(=O)(=O)C3)cc(=O)c2c1 (stereo not given)	1.8%	-0.4%	2.4	-0.8%	2.7	-5.1%	-6.5	-5.0	2.8
O=C(CCCc1ccccc1)NC1CC1	-1.6%	-1.0%	2.1	1.2%	0.0	-2.0%	-1.0	6.9	9.5
CCOC(=O)c1sc2nc(C)nc(Nc3ccccc3)c2c1C	7.7%	-2.0%	1.1	21.5%	-1.9	-4.1%	4.0	0.8	.
O=C1OC(c2ccc(Cl)cc2)/C(=C(/O)c2ccccc2)C1=O (stereo not given)	0.1%	-4.9%	0.4	5.9%	7.7	6.2%	6.1	4.6	2.2
Cc1csc2c(N3CCC(C(=O)O)CC3)ncnc12	-5.7%	-21.8%	0.4	8.4%	-4.5	-2.9%	-7.3	-4.2	0.4
C/C(=N\NC(=S)NC1CCCCC1)c1ccc(C)o1	-8.9%	3.0%	4.7	1.2%	-6.3	3.2%	11.8	-4.5	-5.5
O=C(COc1coc(CN2CCN(c3ccccc3F)CC2)cc1=O)Nc1ccccc1	-0.1%	0.1%	2.2	2.8%	-10.8	-0.4%	-6.1	-13.2	.
CS(=O)(=O)c1ccccc1C(=O)Nc1cccc2ncccc12	2.9%	9.3%	0.4	1.4%	-4.0	-0.1%	7.9	7.8	-15.4
CC(C)N1CCN(Cc2cccn2-c2ccccn2)CC1CCO (stereo not given)	-5.4%	1.1%	-0.6	0.2%	-2.9	-2.9%	-16.4	0.5	6.8
O=c1[nH]c(COc2ccc(Br)cc2Cl)nc2ccccc12	3.8%	0.0%	-0.3	1.5%	2.4	9.7%	14.5	-9.4	0.9
Cc1ccc(CNC(=O)C2CCN(c3nc4ccc(C)cc4[nH]3)CC2)cc1	0.8%	0.3%	6.6	2.6%	0.4	0.4%	-25.7	1.5	6.6
CC(C)OCC1CO1 (stereo not given)	0.0%	-5.7%	-0.6	0.7%	-1.7	-1.4%	.	-2.3	6.9
Cc1nnc(N2CCCC(C(=O)NCCc3ccccc3)C2)c2nn(-c3ccccc3)c(C)c12 (stereo not given)	-1.3%	-8.1%	3.2	4.0%	-0.2	2.4%	-13.8	14.6&-2.2	5.8
Cc1nn(CC(=O)NNC(=S)Nc2ccccc2)c(C)c1[N+](=O)[O-]	1.6%	-3.9%	0.8	0.9%	-1.0	-3.9%	6.9	0.5	13.9

Bioassay records: PubChem, National Center for Advancing Translational Sciences (NCATS)
